ARNT-TACC3 inh: disruptors of human ARNT/TACC3 interaction. AlphaScreen His-ARNT PAS-B/GST-TACC3 binding, luminescence; TACC3 fragment carries E629A point mutation. AID 623870. Q9Y6A5. inhibition, % at 9.99 µM. hit rate 0.66% among 390,000;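 active = mean inhibition of replicates at least 50% and at least half of replicates each reaching 50%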;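 also: 0% = complete ARNT plus TACC3 wells and 100% = ARNT alone without TACC3; many hits fall short of the cut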
Cneo AK release: causes C. neoformans cell lysis; lysis activity, % at 15 µM; adenylate kinase release luminescence, 4 h; normalised: neutral wells 0, clomiphene wells 100; AID 651654; hit rate 0.2% among 360,000;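 active = mean lysis activity across replicates of at least 80%, whatever share of replicates individually reach that level; inactive = mean lysis activity below 80%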
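Assay system: Cryptococcus neoformans yeast cells / Dosing: single-point compound dose / Timing: 4 h at 37 °C static, read 1 h later / Measured by: luminescence of released adenylate kinase using an AK detection reagent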
PGC1a acetyl inh: PGC1a acetylation modulation, inhibitor mode | hit rate 0.17% among 350,000 | inhibition, % at 15.6 µM | U2OS PGC1a acetylation, AlphaScreen anti-acetyl-lysine; with virally co-expressed GCN5 acetyltransferase;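 active = every replicate shows inhibition of at least 40%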;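 also: 0% = neutral control wells and 100% = positive control wells; some results beyond the cut were filed as inactive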
LGR2 inh: inhibitors of bursicon-induced Drosophila LGR2 receptor cAMP signaling; HEK293 LGR2, CRE-luciferase, bursicon-stimulated, 4 h; inhibition, % at 9.99 µM; hit rate 0.35% among 380,000;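 active = drop in luminescence signal, shown as inhibition above about 50% in the replicate tests, limit read from the data, passing the limit was not always enough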;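 also: agonist challenge used bursicon conditioned medium at about half maximal strength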
INS-1E GSIS act: GLuc luminescence reporter in INS-1E cells, primary screen for activators of glucose-dependent secretion of insulin; hit rate 0.61% among 370,000; AID 743287; activation, % at 16.6 µM; INS-1E GLuc reporter insulin secretion, 2-3 h;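 active = lowest replicate activation of at least 40%, so every replicate reaches that level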;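 also: 0% = median of neutral control wells and 100% = median of IBMX positive control wells; some compounds called inactive have numbers as strong as hits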
C2C12 statin: suppression of simvastatin myotoxicity | C2C12 myotubes + simvastatin, ATP luminescence, 48 h; scaled: DMSO 0, geranylgeraniol control 100 | rescue of ATP level, % at 7.49 µM | hit rate 0.78% among 330,000;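 active = mean ATP rescue above about 67%, or every replicate alone reaching that limit, limit read from the data, passing the limit was not always enough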;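 also: myotubes were challenged with 10 µM simvastatin during compound exposure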
PglD inh: inhibitors of Campylobacter jejuni PglD acetyltransferase | purified PglD enzyme, DTNB colorimetric CoA detection | inhibition, % at 12.5 µM | hit rate 0.098% among 360,000 | AID 602405; in the data active = inhibition above about 16%, passing the limit was not always enough; also: strong numbers were not always called active
PAX8 reporter: lowers PAX8-driven luciferase in RMG-I cells. RMG-I TPO-luciferase reporter, SteadyGlo, 24 h. hit rate 1.2% among 360,000. inhibition, % at 12.6 µM;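 active = mean replicate inhibition at least 60% with every replicate also reaching 60%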;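 also: luciferase light reporting Pax8 driven TPO promoter activity; plate controls were median of neutral control wells for no effect and mitoxantrone controls for full effect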
* hit, by the source's call; . = no result given.

SMILES	ARNT-TACC3 inh	Cneo AK release	PGC1a acetyl inh	LGR2 inh	INS-1E GSIS act	C2C12 statin	PglD inh	PAX8 reporter
CO[C@@H]1CN(C)C(=O)c2cc(NC(=O)c3ccccc3F)ccc2OC[C@H](C)N(C(=O)c2ccccc2F)C[C@@H]1C	-9	-8	0	7	-17	0	0	15
COC(=O)c1ccc(CSc2nc(N3CCOCC3)c3c(c2C#N)CC(C)(C)OC3)o1	8	-1	-8	.	.	81*	0	.
O=C(c1ccccc1)C(Nc1ccccn1)c1ccccc1 (stereo unspecified)	-6	.	-2	7	17	.	.	12
CCC(=O)NCCc1nc2ccccc2[nH]1	-1	-4	-26	3	-1	16	3	.
N#Cc1ccccc1S(=O)(=O)N1CCN(CC(O)COc2ccccc2F)CC1 (stereo unspecified)	1	0	-2	9	-14	5	-7	-16
CCCNC(=O)Nc1ccc2c(c1)C(=O)N(C)C[C@H](OC)[C@H](C)CN(CC1CCCC1)[C@H](C)CO2	.	.	1	7	16	-1	.	.
CN(CCC1CCCCO1)C(=O)CCc1nnc(CCc2ccccc2)o1 (stereo unspecified)	1	1	0	-15	-17	11	-4	.
CC(=O)CCc1c(C)c2cccc(C)c2[nH]c1=O	0	2	-6	10	16	1	0	.
O=C(O)Cc1ccc(N=Cc2c(O)ccc3ccccc23)cc1	-7	.	.	7	-9	.	.	27
CC1(C(=O)N/N=C/c2ccccc2)CC1(Cl)Cl (stereo unspecified)	5	4	-14	-15	.	-5	4	-3
N#C[C@@H]1[C@@H](c2ccc(C3=CCCC3)cc2)[C@H](CO)N1C(=O)c1cccc(F)c1	3	78	3	1	10	8	-1	-5
Cc1noc(C)c1S(=O)(=O)Nc1cccc2c1O[C@@H](CN(C)C(=O)Nc1cccc3ccccc13)[C@@H](C)CN([C@H](C)CO)C2=O	.	.	9	3	-12	.	.	19
O=C(NCCCN1CCOCC1)C(=O)N/N=C/c1ccccc1O	69*	.	9	28	12	.	.	7
Cc1[nH]nc2cn[nH]c12	-30	-1	-2	.	.	21	-1	.
Cc1cnc(NC(=O)COc2ccccc2Cl)s1	6	-4	-7	91*	-8	.	0	.
C[C@H]1CN([C@@H](C)CO)C(=O)c2c(c3ccccc3n2C)-c2ccccc2CO[C@H]1CN(C)Cc1cccc(C(F)(F)F)c1	.	.	4	-11	-3	.	.	22
CC1CCCCC1NC(=O)C1CCCN(S(=O)(=O)c2ccc(-n3cnnn3)cc2)C1 (stereo unspecified)	.	1	4	-3	13	4	-4	1
CO[C@@H]1CN(C)C(=O)c2ccc(NC(=O)c3cnccn3)cc2OC[C@@H](C)N(CCc2ccccc2)C[C@H]1C	5	57	-22	4	-20	-17	2	15
CC(/C=N/Nc1nnc(C)c(=O)[nH]1)=C\c1ccccc1	33	7	4	-46	-4	-5	-1	.
COc1ccccc1OCC(=O)Nc1ccc(N2CCCCC2)cc1	2	.	-5	-52	-10	.	.	-22
COc1ccc(NC(=O)CSc2nccn2-c2ccccc2)cc1	15	3	8	.	.	.	0	.
CCSc1ccccc1C(=O)N1CCC2(CC1)CC(=O)c1ccccc1O2	4	.	.	5	-7	.	.	-3
CCc1nn(C(C)C(=O)NCCc2ccccc2)c(=O)c2cc3occc3n12 (stereo unspecified)	15	4	3	10	-17	57	-2	13
O=C(NCCNCc1ccccn1)c1ccco1	39	.	.	20	3	.	.	-13
CCCCCOC(=O)Nc1ccc(S(=O)(=O)Nc2cccc([N+](=O)[O-])c2)cc1	-5	7	2	-20	11	.	2	1

A portion of the results above:
SMILES	ARNT-TACC3 inh	Cneo AK release	PGC1a acetyl inh	LGR2 inh	INS-1E GSIS act	C2C12 statin	PglD inh	PAX8 reporter
O=C(NCCNCc1ccccn1)c1ccco1	39	.	.	20	3	.	.	-13
CCCCCOC(=O)Nc1ccc(S(=O)(=O)Nc2cccc([N+](=O)[O-])c2)cc1	-5	7	2	-20	11	.	2	1

Other records:
SMILES	ARNT-TACC3 inh	Cneo AK release	PGC1a acetyl inh	LGR2 inh	INS-1E GSIS act	C2C12 statin	PglD inh	PAX8 reporter
CCOC(=O)COc1cccc2c(=O)n(CC(=O)NCc3ccc(F)cc3)ccc12	.	6	-7	-11	21	28	-1	48
COc1ccc(C2=CC(=O)C[C@H](c3ccc(F)cc3)C2)c(OC)c1	-3	1	4	18	4	16	-2	-18
CC(C)CN1C(=O)C(=O)N(CC(=O)c2ccc3c(c2)CCCC3)C1=O	-2	-1	1	-14	4	3	-5	-14
CC(C)CC(=O)NS(=O)(=O)c1ccc(NC(=O)c2ccco2)cc1	-10	-2	2	.	.	6	-3	.
COc1ccc(N2C(=S)NC(C)(C)CC2(C)c2ccc(OC(C)=O)cc2OC(C)=O)cc1 (stereo unspecified)	0	.	.	15	-7	.	.	-30
COc1ccc(CN2C[C@@H](O)COC[C@@H]3O[C@H](CC(=O)NCc4ccccc4Cl)CC[C@H]32)cc1	-1	-2	-11	9	0	14	-3	-16
C[C@H](CO)N1C[C@H](C)[C@H](CN(C)S(=O)(=O)c2cn(C)cn2)OCc2cn(nn2)CCCC1=O	-5	53	-6	-12	-7	-14	0	3
[O-][n+]1ccccc1SC/C=C/c1ccccc1	-1	.	.	-3	-5	.	.	-45
CCOC(=O)N1CCc2c(sc(NC(C)=O)c2C(N)=O)C1	-11	-1	-1	-7	3	-3	7	6
CC(C)c1ccc(OCC(=O)N2CCc3ccccc3C2)cc1	-10	-1	1	-34	4	-8	5	4
C[C@@H]1CN([C@@H](C)CO)S(=O)(=O)c2ccc(C#CC3CC3)cc2O[C@@H]1CN(C)C(=O)c1ccccn1	0	3	-15	-17	-14	4	2	.
COc1cccc(-c2ccc3c(c2)[C@H]2[C@H](CCN2S(=O)(=O)c2ccc(F)cc2)[C@H](CO)N3C)c1	-1	-9	-12	12	1	24	-2	-15
CCOc1ccc(N2C(=O)CC(NCC#N)C2=O)cc1 (stereo unspecified)	-10	3	1	3	2	5	3	9
Nc1ncnc(Nc2cc(C(F)(F)F)cc(C(F)(F)F)c2)n1	-9	.	.	-2	11	.	.	2
COc1ccc(S(=O)(=O)N2CCC(CN3C(=O)c4cccc5cccc(c45)C3=O)CC2)cc1	-4	.	.	16	-16	.	.	5
COC(=O)CCCC(=O)N1CCC(n2nccc2NC(=O)CCOc2ccccc2)CC1	-2	-6	0	3	-2	4	6	-25
CO[C@H]1CN(C)C(=O)c2ccc(NC(=O)C3CCOCC3)cc2OC[C@H](C)N(Cc2nccs2)C[C@H]1C	-6	2	4	5	8	5	-1	.
CN1C(=O)c2cc(NC(=O)Nc3cccc(Cl)c3)ccc2OC[C@H]2O[C@H](CC(=O)NCCc3ccncc3)CC[C@H]21	.	0	-8	7	-10	5	3	-3
N#Cc1ccc(C(=O)OCC(=O)Nc2ccc(S(N)(=O)=O)cc2)cc1	-42	.	17	5	12	.	.	-5
COc1ccc(/C=C/C(=O)Nc2nc(N)n(-c3ccccc3)n2)cc1	-1	.	-1	3	8	.	.	10
COc1ccc(C(=O)CN2C(=O)NC3(CCCc4ccccc43)C2=O)cc1OC (stereo unspecified)	-12	-1	.	.	.	16	-6	-6
CCOC(=O)N1CCN(C(=O)COc2cc(C)c(Cl)c(C)c2)CC1	4	.	.	-16	-3	.	.	7
COc1cc(C(c2c(O)nc(SC)[nH]c2=O)c2c(O)nc(SC)[nH]c2=O)cc(OC)c1OC	-6	0	.	1	15	15	-1	9
CCNC(=O)c1cc2c(c(-c3cccc(-c4cccc(C(=O)N(C)C)c4)c3)n1)[C@@H](CCO)N([S@](=O)C(C)(C)C)C2	12	-15	11	-6	-10	6	6	1
COc1ccc(COC(=O)C2=C(C)NC(=O)NC2c2cc(Br)c(O)c(OC)c2)cc1 (stereo unspecified)	0	0	11	.	.	14	4	-11
(next part)
SMILES	ARNT-TACC3 inh	Cneo AK release	PGC1a acetyl inh	LGR2 inh	INS-1E GSIS act	C2C12 statin	PglD inh	PAX8 reporter
CCn1c(SCC(=O)Nc2c(C)n(C)n(-c3ccccc3)c2=O)nc2c1c(=O)n(C)c(=O)n2C	.	.	5	28	5	.	.	16
CCC(=O)Nc1ccc2c(c1)OC[C@H](C)N(Cc1cccc(F)c1)C[C@@H](C)[C@H](OC)CN(C)C2=O	-1	-1	-7	4	-28	10	-4	2
CCCN1CNC(=S)N(c2ccccc2OC)C1	0	-5	-3	-14	-4	.	-9	-2
O=C(CCCC(=O)Nc1cccnc1)Nc1cccnc1	-9	1	9	.	.	8	0	.
Cc1nc(NCCc2ccccc2)c2oc3ccccc3c2n1	2	10	.	.	.	-58	-4	-21
N#CC(c1ccccc1)c1cccc(Cl)n1 (stereo unspecified)	.	.	-7	21	-11	.	.	19
CCC(=O)N1[C@H](CO)[C@@H](c2ccccc2)[C@H]1CNC(=O)CN1CCOCC1	-9	1	12	-5	0	22	0	-4
O=C(Nc1ccc2c(c1)OCO2)N[C@H]1CC[C@@H](CCNC(=O)C2CC2)O[C@@H]1CO	-9	-4	2	6	1	-10	0	-11
COc1cc(C2C=C(Nc3ccccc3)C(=O)N2c2ccccc2)ccc1O (stereo unspecified)	36	0	.	6	-6	.	4	-63
O=C(N/N=C/c1cccs1)c1ccc2c(c1)OCO2	7	.	.	12	13	.	.	-41
CC(=O)Nc1ccc(NC(=O)C(C)OC(=O)c2ccccc2NS(=O)(=O)c2cccs2)cc1 (stereo unspecified)	-3	-1	3	15	0	.	3	2
CCCCCCCN1C/C=C\C(c2ccc(OC)cc2)N(Cc2ccc(F)cc2)C(=O)[C@H]1Cc1ccccc1 (stereo partly specified)	-1	1	.	.	.	-6	0	.
CNC(=O)C1CCN(S(=O)(=O)c2c(C)noc2/C=C/N(C)C)CC1	-6	1	2	4	8	0	4	-17
COc1cc(/C=C/C(=O)O)cc(S(=O)(=O)N2CCN(S(=O)(=O)c3ccc(Cl)cc3)CC2)c1OC	9	3	11	-1	4	3	4	-1
COc1cccc(C(=O)N2CCCc3ccccc32)c1OC	.	4	.	-1	25	-3	-3	19
Brc1ccc2ncnc(NCc3ccco3)c2c1	1	0	4	.	-38	-19	.	-51
CCN(CC)CCNC(=O)CCn1c(=S)[nH]c2cc3c(cc2c1=O)OCO3	0	2	-7	.	.	-3	-3	-1
O=C(NCC(c1cccs1)N1CCOCC1)c1cn(-c2ccccc2)nc1-c1ccc(Cl)cc1 (stereo unspecified)	3	1	.	1	-34	21	-6	.
CC(=O)c1ccc(OC2(C)CCN(Cc3ccc4ccccc4c3)C2)cc1 (stereo unspecified)	.	-2	-8	4	-6	11	-1	-15
Cn1cnc([N+](=O)[O-])c1SCC(=O)NN	34	.	2	1	13	.	.	0
COc1ccccc1CNS(=O)(=O)CC12CCC(CC1=O)C2(C)C (stereo unspecified)	0	-1	.	-2	-1	9	0	-155
COc1cccc(NC(=O)C[C@H]2CC[C@H]3[C@H](COc4ccc(NC(=O)c5ccccc5F)cc4C(=O)N3C)O2)c1	2	4	-16	-1	-13	-3	4	-12
Cc1cc2c(NCc3ccccc3)ncnc2s1	-4	-8	8	6	-32	7	2	-15
CCOC(=O)C(C)C(C)=O (stereo unspecified)	.	3	-18	.	.	-4	2	.
C=C(C)CN1C(=O)C2(OCCO2)c2ccccc21	-19	2	10	4	4	1	4	-5
Cc1ccccc1OCC(O)Cn1c(NCc2ccccc2)nc2c1c(=O)[nH]c(=O)n2C (stereo unspecified)	-13	.	1	.	5	.	.	15

Among those listed so far, two contain a COOH group.
SMILES	ARNT-TACC3 inh	Cneo AK release	PGC1a acetyl inh	LGR2 inh	INS-1E GSIS act	C2C12 statin	PglD inh	PAX8 reporter
O=C(O)Cc1ccc(N=Cc2c(O)ccc3ccccc23)cc1	-7	.	.	7	-9	.	.	27
COc1cc(/C=C/C(=O)O)cc(S(=O)(=O)N2CCN(S(=O)(=O)c3ccc(Cl)cc3)CC2)c1OC	9	3	11	-1	4	3	4	-1

High-throughput results as filed in PubChem.

Random draw from the library, and some 2.9% of all compounds hit somewhere here.
